Assay outcomes as filed in PubChem.
CAL PDZ FP: blocks peptide binding to human CAL PDZ domain; 0.02% of 330,000 active; Q9HD26; inhibition, % at 20 µM; purified CAL PDZ, TMR-peptide fluorescence polarization, 1 h; AID 504414;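 active means highest replicate inhibition of at least 40%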;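 further: plate controls were DMSO neutral control wells for no effect and unlabeled competitor peptide control wells for full effect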
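Assay system – tagged CAL PDZ protein CerCALP, purified · Timing – 1 h at RT · Compound – single point, 20 µM · Measured by – fluorescence polarization from S- and P-plane intensities, G-factor corrected · Evaluation – inhibition from polarization loss · Probe or stimulus – TMR reporter peptide T*-PRC34 · Buffer or medium – pH 7.4 phosphate-saline buffer, reducing agent, detergent, IgG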
PfHsp90 yeast 2: reduces growth (ATP signal) of yeast expressing P. falciparum Hsp90. S. cerevisiae expressing PfHsp90, BacTiter-Glo ATP, 48 h; yeast lacking PDR1 and PDR3 efflux regulators. 0.32% of 310,000 active. inhibition, % at 9.4 µM;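 active means every replicate shows inhibition above about 80%, whatever the replicate mean, limit read from the data; inconclusive means mean inhibition reaches the set limit but some replicate falls short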;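 further: 0% = DMSO neutral controls and 100% = 20 µM radicicol positive controls; yeast relying on Plasmodium falciparum Hsp90 in place of its own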
Rtt109 HAT inh: blocks Candida albicans Rtt109/Vps75 acetyltransferase activity; Q5AAJ8; purified Rtt109/Vps75, ThioGlo CoA-SH fluorescence, 4 h; inhibition, % at 34.9 µM; 0.16% of 330,000 active; AID 540336;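 active means inhibition of at least 50% in every replicate; inconclusive means best replicate reaches 50% inhibition but some replicates fall short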
Tat transport: blocks Tat-dependent protein export in E. coli. inhibition, % at 10 µM. E. coli MC4100 TorA-mCherry Tat export, fluorescence. 0.036% of 340,000 active;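 active means mean replicate inhibition at least 50% and at least half of replicates individually reaching 50%; inconclusive means only one of the two criteria met; inactive means neither criterion met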;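 further: exported cargo escapes ClpAP degradation while cytoplasmic cargo is degraded and loses fluorescence; 0% = median of neutral control wells and 100% = median of NaSCN control wells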
DAGLB inh: diacylglycerol lipase beta (human) inhibition. AID 504411. inhibition, % at 5.17 µM. Q8NCG7. HEK293T DAGLB membrane lysate, EnzChek fluorogenic substrate. 0.059% of 340,000 active; in the data active means inhibition above about 34%;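 further: 0% = enzyme with vehicle and 100% = wells lacking enzyme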
Target sequence (Q8NCG7 whole entry, looked up): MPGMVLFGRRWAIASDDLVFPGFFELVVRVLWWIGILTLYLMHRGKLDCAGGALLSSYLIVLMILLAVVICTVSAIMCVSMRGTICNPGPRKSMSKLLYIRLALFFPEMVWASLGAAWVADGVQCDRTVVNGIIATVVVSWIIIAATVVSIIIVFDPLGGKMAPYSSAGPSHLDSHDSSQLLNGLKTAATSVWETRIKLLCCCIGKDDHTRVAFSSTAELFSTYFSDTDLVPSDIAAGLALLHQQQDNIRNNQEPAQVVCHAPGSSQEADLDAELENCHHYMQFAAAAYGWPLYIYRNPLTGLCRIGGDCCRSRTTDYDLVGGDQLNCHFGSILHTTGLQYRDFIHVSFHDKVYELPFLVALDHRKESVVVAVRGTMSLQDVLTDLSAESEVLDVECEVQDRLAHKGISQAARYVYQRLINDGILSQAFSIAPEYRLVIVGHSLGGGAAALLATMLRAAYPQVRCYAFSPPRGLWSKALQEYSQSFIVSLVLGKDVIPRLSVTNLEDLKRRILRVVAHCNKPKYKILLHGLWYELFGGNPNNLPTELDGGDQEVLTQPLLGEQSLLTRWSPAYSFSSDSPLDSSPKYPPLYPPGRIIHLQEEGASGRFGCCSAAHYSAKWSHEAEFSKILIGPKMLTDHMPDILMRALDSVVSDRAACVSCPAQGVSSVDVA
AddAB inh: less growth of phage-infected E. coli with AddAB | AID 435030 | inhibition, % at 11.9 µM | E. coli expressing H. pylori AddAB, absorbance growth | 0.29% of 330,000 active; in the data active means inhibition above about 12%;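 further: 0% = vehicle wells of infected cells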
Wnt act: activators of Wnt/beta-catenin signaling; Wnt/beta-catenin reporter cell assay, activator, plate reader; activation, % at 9.35 µM; 1.2% of 300,000 active; in the data active means activation above about 30%, passing the limit was not always enough; inconclusive means no clear call, values can overlap the other calls;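 further: 0% = neutral control wells and 100% = positive control wells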
phage Ecoli inh: E. coli growth loss with phage present; growth absorbance; inhibition, % at 11.9 µM; 0.26% of 360,000 active; in the data active means inhibition above about 11%
PvdQ acylase: P. aeruginosa PvdQ acylase inhibition; purified PvdQ acylase, fluorescence plate reader; inhibition, % at 10 µM; 0.063% of 340,000 active; AID 488965; in the data active means inhibition above about 30%, passing the limit was not always enough; inconclusive means no clear call, values can overlap the other calls;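 further: 0% = vehicle neutral wells and 100% = reference inhibitor wells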
Ecoli viability: bacterial growth inhibition, counter-screen for AddAB inhibitors. E. coli V3065 growth, OD600 absorbance, 18 h. inhibition, % at 11.9 µM. 0.27% of 330,000 active. AID 449728;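 active means inhibition above the campaign's mean inhibition across all tested compounds plus 3 SD, cut at about 9.9% in these data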;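 further: uninfected addAB+ strain grown without phage in ampicillin broth; 0% = DMSO wells and 100% = ciprofloxacin 0.95 µg/ml wells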
An asterisk follows results filed as active; ? = inconclusive; / = not tested or not shown. The order is random, and some 1.9% of all compounds hit somewhere here.

Molecule	CAL PDZ FP	PfHsp90 yeast 2	Rtt109 HAT inh	Tat transport	DAGLB inh	AddAB inh	Wnt act	phage Ecoli inh	PvdQ acylase	Ecoli viability
Cc1ccc(S(=O)(=O)N(C)C)cc1NC(=S)NCCc1ccccn1	-1.5	30.6	8.4	23.2	2.6	-0.5	-1.6	1.2	-8.0	-0.2
CC1CCN(S(=O)(=O)c2cc(C(=O)NC3(C)CCS(=O)(=O)C3)ccc2Br)CC1 (stereo unspecified)	-0.7	-10.4	5.5	-5.3	3.0	-0.8	-1.9	2.9	-12.4	-2.8
COc1ccc(S(=O)(=O)N2CCC(C(=O)NC3CCCCC3)CC2)cc1OC	0.3	13.0	-2.9	0.3	1.1	0.7	0.9	6.1	-4.7	1.5
CCN(CC(=O)Nc1c(F)cccc1F)C(=O)c1ccc(S(=O)(=O)N(CC)c2ccccc2)cc1	-0.4	-1.5	16.2	0.9	-0.3	/	1.7	2.8	-13.5	/
O=C(Cc1ccc(Br)cc1)Nc1ccc(S(=O)(=O)Nc2ncccn2)cc1	-0.3	9.6	-0.4	-4.0	1.5	4.4	0.3	0.1	-0.3	-1.9
CCN(CC)S(=O)(=O)c1cc(C(=O)OCC(=O)NC2CCCc3ccccc32)ccc1C (stereo unspecified)	-0.4	9.6	7.9	16.6	1.2	1.3	-6.4	1.8	-9.4	0.4
Cc1ccc(C(=O)N2N=C3c4ccccc4S(=O)(=O)N3[C@H]2N(C)C)cc1	-0.4	8.1	-4.4	-1.3	-1.6	0.7	-0.5	2.8	-12.6	-1.1
COC(=O)c1sc(NC(=O)Cc2cccs2)nc1C	-3.6	15.9	-4.2	-5.9	-7.3	4.6	/	2.6	-10.6	2.2
Cc1nc(C)c(CCNC(=O)c2ccccc2Br)s1	-0.5	-7.7	-3.5	4.2	1.0	0.5	/	1.2	5.5	-0.2
O=C(Nc1ccccn1)c1ccc(Cl)c(S(=O)(=O)N2CCOCC2)c1	-0.9	-2.9	30.3	-8.8	-4.0	-0.7	-2.5	3.6	5.9	1.9
CCOC(=O)/C(=N\Nc1ccc(Cl)cc1)Sc1nnc(-c2ccc(OC)cc2)n1C	-0.2	-9.0	6.0	-0.5	1.7	-1.0	-3.3	2.0	15.2	-1.6
O=C(Cc1ccc([N+](=O)[O-])cc1)NCc1cccnc1	0.7	-5.5	-10.9	-17.7	0.8	4.4	3.1	-0.2	-5.0	-3.5
CC(=O)NCCN=Cc1sc2ccccc2c1O	-0.1	10.1	5.3	1.9	0.5	2.4	17.8	3.2	-12.6	2.1
Cn1c(N)c(C(=O)c2ccc(Cl)c(S(=O)(=O)N3CCCCCC3)c2)c(=O)n(C)c1=O	-1.0	1.6	4.3	-5.7	0.6	-1.5	-1.1	1.3	-11.8	-0.3
C=CCn1c(SCC(=O)NC(=O)c2cccc([N+](=O)[O-])c2)nnc1-c1ccccc1	-0.8	6.3	0.4	10.4	0.7	1.1	/	2.6	4.5	0.8
Clc1ccccc1CN(Cc1ccco1)Cc1nnnn1C1CCCC1	-2.2	84.6*	2.4	10.1	-3.8	-0.7	-3.6	-0.6	-3.3	0.6
CCc1cc2c3c(c(=O)oc2cc1O)CCCC3	-0.4	-15.3	-5.7	-3.5	3.0	0.1	-3.2	2.2	-6.8	1.0
C=CCn1c(C)nnc1SCC(=O)Nc1nccs1	-0.9	1.2	-7.9	2.2	-0.7	3.0	3.8	1.3	-3.9	1.9
CCOCCCNC(=O)C(c1ccc(OC)cc1)N(Cc1cccs1)C(=O)c1ccccn1 (stereo unspecified)	-0.5	-2.6	-9.4	-6.3	-0.6	4.0	-0.8	0.9	-17.2	-1.7
CCCCNC(=O)Nc1nnc(-c2ccc(OCC)cc2)o1	-1.3	-9.0	0.5	5.7	-4.7	2.8	-0.6	-1.8	-2.1	-3.2
FC(F)(F)c1ccc2c(c1)NCC1CCCN21 (stereo unspecified)	0.1	-6.5	3.7	-12.8	4.6	0.7	-0.4	2.6	3.3	-1.2
C=CCOc1ccc(CNc2nccs2)cc1OCC	/	11.1	8.1	-6.4	0.0	-5.8	/	-2.8	-20.6	-3.6
O=C1/C(=C/c2ccccn2)SC(=S)N1Cc1ccccc1	/	/	/	/	/	1.8	8.2	2.4	/	2.0
O=C(CCN1C(=O)C2(OCCO2)c2ccccc21)c1ccccc1	-0.4	7.9	-10.1	7.6	-1.6	2.4	1.0	3.1	-2.3	0.8
CCCCn1cnc2c(SCc3ccc([N+](=O)[O-])cc3)nc(N)nc21	-0.1	-2.0	-8.6	-8.3	2.4	/	-3.2	0.8	-3.1	/
COc1ccccc1NC(=S)NC(=O)/C=C/c1ccco1	-3.6	-43.7	10.0	-1.7	-2.0	-0.2	-4.4	2.4	-5.5	2.6
O=C(COC(=O)Cc1c(F)cccc1Cl)NC(=O)c1ccccc1	-2.1	-17.5	0.3	-12.4	-2.7	1.8	-2.7	2.3	0.0	0.1
CC1(C)NC(=O)N(CCCCOc2ccc(Cl)cc2)C1=O	-0.4	-8.6	-2.2	0.8	-1.2	6.8	-1.7	1.9	-8.0	-0.4
CCn1ccc(C(=O)Nc2sc3c(c2C(=O)OC)CCC3)n1	0.1	-3.4	-22.1	6.2	-2.4	/	12.5	1.1	-12.4	/
COC(=O)c1ccc(CNC(=O)[C@@H]2CCCN2S(=O)(=O)c2ccccc2F)cc1	-1.0	-13.1	-4.1	2.1	-0.7	1.5	3.6	3.8	8.5	-1.0
O=C(CSc1ncc(-c2ccc(F)cc2)n1Cc1ccco1)Nc1ccc2c(c1)OCO2	-0.3	-20.0	4.8	9.8	-2.3	-1.6	5.2	0.9	-11.4	0.1
COc1ccc(Nc2ccc(N3C(=O)CCC3=O)cc2[N+](=O)[O-])cn1	1.2	16.8	2.2	16.2	0.5	2.0	-0.3	0.5	-8.3	2.3
COc1ccc(N(CC(=O)Nc2ccccc2C(N)=O)S(=O)(=O)c2ccc(C)c([N+](=O)[O-])c2)cc1	/	16.1	1.4	9.1	1.0	-1.3	1.2	4.4	-16.4	-1.7
Cc1[nH]n(-c2ccc([N+](=O)[O-])cc2)c(=O)c1C=NCCN1CCN(C(=O)c2ccc(Br)cc2)CC1	-1.1	58.8	7.5	-5.4	1.9	1.0	-4.7	1.9	9.9	-1.5
CCOCC(=O)Nc1c(C(=O)Nc2ccccc2OC)oc2ccccc12	/	15.1	-9.9	-5.4	-3.1	-1.9	/	0.6	-0.1	0.0
COc1cc2c(cc1OC)C(c1ccccc1)N(C(=O)C(C)(C)C)CC2 (stereo unspecified)	-0.1	0.1	-2.8	-3.4	-4.3	/	1.6	2.1	2.4	/
CCN(CCCNC(=O)CCCn1c(=O)[nH]c2ccccc2c1=O)c1cccc(C)c1	-0.6	/	-15.0	-2.0	1.1	1.7	-6.7	2.7	-12.3	-2.8
O=C(Cc1ccc(Cl)cc1)NCc1ccccc1Cl	-2.0	9.4	-11.9	1.8	-2.3	1.7	1.5	3.1	-9.0	1.6
Cc1cc(N2C(=O)C(O)=C(C(=O)c3ccco3)C2c2cccc(Cl)c2)no1 (stereo unspecified)	-2.4	9.2	-2.7	0.5	6.3	-0.6	0.6	-0.2	4.2	1.6
COc1ccc2nc(SCc3ccccc3C)nc(C)c2c1	-0.5	4.4	-9.0	-9.5	-13.0	1.9	?	2.8	2.0	-0.2
CC1(C)CC(=O)C=C(Nc2ccc(Br)cn2)C1	-2.7	19.5	/	-4.9	1.7	1.0	-2.6	-0.9	-13.0	-0.1
N#Cc1nc(Cc2cccc3ccccc23)oc1NCCCN1CCOCC1	-2.6	-17.8	/	-43.0	1.0	7.7	-3.3	8.1	9.5	7.2
CN(C)S(=O)(=O)c1ccc(NC(=O)N2CCOCC2)cc1	0.2	-22.5	2.8	-12.2	0.3	3.1	-0.1	3.8	-12.9	0.7
Cc1ccnc(NC(=O)c2cccs2)c1	-0.4	4.3	-13.4	3.5	1.5	-1.3	/	0.6	-7.8	0.2
Cc1ccccc1-n1ccnc1SCC(=O)NC1CCCC1	-1.2	-24.1	10.9	-3.9	-0.9	-0.9	-2.8	1.1	-14.6	-1.3
COc1ccc(CCNC(=O)CCS(=O)(=O)c2ccc3c(c2)CCN3C(C)=O)cc1OC	-0.2	23.4	0.1	-1.4	2.6	1.3	-4.9	1.0	-6.5	-1.2
COc1ccc(NC(=O)NNS(=O)(=O)c2cc(C)ccc2C)cc1OC	-2.5	-4.4	-4.8	-7.5	0.0	-2.1	1.1	2.3	-11.6	1.2
CC(OC(=O)C1CC(=O)N(Cc2ccco2)C1)C(=O)Nc1cccc(C#N)c1 (stereo unspecified)	-2.1	/	0.6	-0.9	2.4	/	-0.2	2.7	-11.8	/
CN(C)c1ccc(S(=O)(=O)N2CCCCC2)cc1NC(=O)CCNC(=O)c1ccccc1Cl	-0.7	0.7	-3.8	-3.0	1.4	/	-3.1	1.8	1.3	/
CC1CCCC(=NNc2ccc3ccccc3n2)C1 (stereo unspecified)	-0.5	4.9	-2.9	10.1	2.1	/	-0.9	-2.3	6.6	/
O=C(CCN1C(=O)C2C3CC(C(Br)C3Br)C2C1=O)OCC(=O)c1ccccc1 (stereo unspecified)	-0.8	-3.0	-3.8	9.5	0.5	3.4	-2.4	3.4	-1.7	-2.1
O=C(CSc1nnc(NC2CCCCC2)s1)Nc1ccc2c(c1)C(=O)c1ccccc1C2=O	-1.1	-23.2	/	9.7	0.8	3.5	1.8	0.3	8.8	-1.3
